eLon inh = E. coli protease La inhibition | P0A9M0 | inhibition, % at 7.94 µM | purified E. coli Lon protease, fluorescence polarization | 360,000 tested, 0.42% active | AID 602123; in the data active = inhibition above about 13%, passing the limit was not always enough;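 note: 0% = enzyme with probe and DMSO and 100% = no enzyme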
Rpn11 inh = blocks the human proteasome subunit Rpn11; O00487; human 26S proteasome, Ub4-pepOG fluorescence polarization; 20S core pre-blocked with epoxomicin; calls only at 20 µM; 360,000 tested, 0.59% active;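 active = inhibition at 20 µM, scaled to each plate's controls, above about 33%, limit read from the data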
FAS-TE inh = blocks the thioesterase domain of human fatty acid synthase; recombinant FAS-TE, OMFH fluorogenic substrate, fluorescence endpoint; 360,000 tested, 0.67% active; AID 602261; inhibition, % at 15 µM;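 active = compounds whose normalised, plate-corrected inhibition of enzyme fluorescence in the single-dose primary screen is 50% or more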;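 note: 0% = DMSO with enzyme and 100% = substrate without enzyme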
MsrA inh = inhibitors of bovine MsrA | inhibition, % at 15.5 µM | purified bovine MsrA, absorbance read-out | 360,000 tested, 0.75% active; in the data active = inhibition above about 4.5%;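 note: 0% = vehicle wells with enzyme and 100% = reference inhibitor wells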
Rin1-Abl PPI inh = blocks binding of human Rin1 to Abl | inhibition, % at 7.35 µM | TR-FRET Rin1/Abl binding, biochemical | P00519+Q13671 | 360,000 tested, 0.4% active; in the data active = inhibition above about 5%, passing the limit was not always enough
MsrA act = bovine methionine sulfoxide reductase A activation. 360,000 tested, 0.3% active. purified bovine MsrA, absorbance read-out. activation, % at 10.6 µM; in the data active = activation above about 7.5%;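 note: 0% = vehicle and 100% = reference activator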
MLLE-PAM2 inh = inhibitors of microRNA-mediated deadenylation, human PABP1 MLLE binding | GST-MLLE / FITC-PAM2 fluorescence polarization | inhibition, % at 20 µM | 360,000 tested, 0.36% active | AID 588489; in the data active = inhibition above about 35%, passing the limit was not always enough;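 note: plate controls were DMSO wells with GST-MLLE for no effect and wells lacking GST-MLLE protein for full effect; some results filed as inactive read as strong as hits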
Target sequence (P11940 whole entry, looked up): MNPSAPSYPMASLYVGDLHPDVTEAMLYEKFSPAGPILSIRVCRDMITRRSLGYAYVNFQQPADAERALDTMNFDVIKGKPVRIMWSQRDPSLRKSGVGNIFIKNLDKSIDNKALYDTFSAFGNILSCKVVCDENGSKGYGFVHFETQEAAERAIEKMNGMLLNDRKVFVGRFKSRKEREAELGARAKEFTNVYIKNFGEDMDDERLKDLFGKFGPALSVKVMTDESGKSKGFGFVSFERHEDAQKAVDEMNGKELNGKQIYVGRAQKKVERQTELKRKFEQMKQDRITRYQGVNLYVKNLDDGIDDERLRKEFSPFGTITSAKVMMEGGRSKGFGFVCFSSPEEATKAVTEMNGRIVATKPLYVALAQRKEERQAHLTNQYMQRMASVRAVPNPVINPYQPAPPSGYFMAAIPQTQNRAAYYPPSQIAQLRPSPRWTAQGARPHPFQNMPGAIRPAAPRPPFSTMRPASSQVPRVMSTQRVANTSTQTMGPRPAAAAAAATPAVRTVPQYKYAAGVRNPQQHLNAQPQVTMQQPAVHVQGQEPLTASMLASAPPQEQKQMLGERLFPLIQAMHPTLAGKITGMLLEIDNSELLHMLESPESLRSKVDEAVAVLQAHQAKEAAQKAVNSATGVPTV
CSN deneddyl inh = inhibitors of human CSN-mediated cullin deneddylation | 360,000 tested, 0.38% active | AID 651999 | Purified CSN, SCF-Nedd8-OG deneddylation, fluorescence polarization | inhibition, % at 12.5 µM;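 active = pattern-corrected inhibition above about 35%, with an unprinted fluorescence ratio check between 0.5 and 1.5, limit read from the data, passing the limit was not always enough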;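 note: 0% = enzyme with substrate and 100% = substrate without enzyme; some results filed as inactive read as strong as hits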
Target sequence (Q92905 whole entry, looked up, one chain of several): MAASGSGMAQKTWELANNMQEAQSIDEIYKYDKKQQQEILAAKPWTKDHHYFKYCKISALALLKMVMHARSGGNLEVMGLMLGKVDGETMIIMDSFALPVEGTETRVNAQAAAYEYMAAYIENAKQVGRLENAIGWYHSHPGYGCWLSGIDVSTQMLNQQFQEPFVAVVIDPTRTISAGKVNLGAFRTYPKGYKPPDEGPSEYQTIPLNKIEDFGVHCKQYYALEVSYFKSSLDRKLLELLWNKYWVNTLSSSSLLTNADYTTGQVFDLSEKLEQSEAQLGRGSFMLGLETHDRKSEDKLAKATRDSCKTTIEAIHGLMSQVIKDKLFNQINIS
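Test system: purified human Csn5 enzyme expressed in HEK293T cells. Amount: 0.24 nM enzyme. Reagent: SCFSkp2-Nedd8OG substrate at 10 nM final. Schedule: 90 min incubation of compound, enzyme and substrate at room temperature. Detection: fluorescence polarization. Read-out: % inhibition of substrate cleavage by Csn5.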
MT1-MMP act inh = inhibitors of human MT1-MMP activation; P50281; HT1080 RFP-PRO-GFP cells, GFP/RFP ratio fluorescence, overnight; percent of plate control window, DMSO zero; GFP/RFP ratio change, % at 20 µM; 360,000 tested, 0.061% active; AID 651647;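 active = GFP/RFP ratio change of at least 30% with cell ATP level not reduced by more than half and red fluorescence within 50% of control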; note: strong numbers were not always called active
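Material: RFP-PRO-GFP reporter HT1080 cells. Dosing: single-point 20 µM compound, 1% DMSO. Controls: DMSO and RFP-L50D-GFP cell wells. Timing: cells overnight before dosing, compound overnight, 37 °C, 5% CO2. Measure: GFP/RFP fluorescence ratio.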
Numbers without * were called inactive; i = inactive; x = not tested or not shown.

item	SMILES	eLon inh	Rpn11 inh	FAS-TE inh	MsrA inh	Rin1-Abl PPI inh
1	CCN(CC)S(=O)(=O)c1ccc(N2CCCC2)c(NC(=O)Cc2ccccc2)c1	0	i	1	0.6	-1
2	O=C(CNS(=O)(=O)c1ccc(Br)cc1)N1CCN(Cc2ccccc2)CC1	-4	i	-1	-0.5	0
3	NC(c1csc(Nc2cc(Oc3ccccc3)ncn2)n1)C1CCCCC1 (stereo not given)	2	i	-1	-1.1	0
4	O=C(CSc1ccc(Br)cc1)NC1CCS(=O)(=O)C1 (stereo not given)	7	i	-1	0.4	-1
5	Oc1cccc(NC(=S)Nc2cccnc2)c1	12	i	-11	0.0	-1
6	CC(=O)N1Cc2cc([N+](=O)[O-])ccc2Oc2ccccc21	-10	i	2	0.4	-1
7	COc1ccc(-c2c(-c3ccsc3)oc(=O)c3cc(OC)c(OC)cc23)cn1	2	i	33	-1.3	-1
8	COc1ccc(NC(=O)Nc2ccc3c(c2)N(C)C(=O)CS3)cc1OC	-3	i	3	1.5	-2
9	O=C(CSc1nnc(-c2ccncc2)o1)Nc1nncs1	7	i	0	-1.7	0
10	CCCC(=O)NC(c1cccs1)c1cc(Cl)c2cccnc2c1O (stereo not given)	1	i	-4	3.1	6
11	O=C(Cc1cccc2ccccc12)Nc1ccc2oc(-c3ccccc3)nc2c1	-8	i	9	1.7	3
12	Cc1ccc(OCC(=O)NNC(=O)C2CCN(c3ncccn3)CC2)cc1	-2	i	-3	-0.5	3
13	Cn1ncc(C#N)c1NC(=O)C1CC(c2c(F)cccc2Cl)=NO1 (stereo not given)	4	i	-12	0.7	0
14	Cc1ccc(C)c(C(=O)NCc2ccncc2)c1	-4	i	-6	-2.5	2
15	N#Cc1ccccc1Cn1c(=O)n(C2CCCC2)c(=O)c2ccccc21	-2	i	15	0.5	-2

item	MsrA act	MLLE-PAM2 inh	CSN deneddyl inh	MT1-MMP act inh
1	-3	-9	0	8
2	1	13	2	0
3	-1	-5	7	-9
4	-9	26	7	19
5	-3	28	1	-4
6	-3	-20	-1	3
7	-2	-2	1	-5
8	0	-14	2	-1
9	-2	9	1	1
10	-3	9	7	-9
11	-2	-7	-3	-6
12	0	-11	2	-1
13	-11	15	-7	6
14	-1	18	1	1
15	-1	4	2	-3

Following part:
item	SMILES	eLon inh	Rpn11 inh	FAS-TE inh	MsrA inh	Rin1-Abl PPI inh
16	COc1ccccc1N(C)S(=O)(=O)c1ccc(C(=O)N(C)Cc2ccc(Cl)s2)cc1	8	i	29	0.8	2
17	Cc1cc(NC(=O)c2noc3c2CCCC3)n(-c2ccccc2)n1	-4	i	-10	0.8	0
18	CC(C)CNC(=O)c1cccc(NC(=O)c2ccc3c(c2)C(=O)N(C)C3=O)c1	-7	i	0	-1.0	-3
19	O=C1OC(c2ccccc2)=N/C1=C\C=C\c1ccccc1[N+](=O)[O-]	1	i	14	2.4	-3
20	CC(C)CNC(=O)C1(C)CCCN1C(=O)c1csnn1 (stereo not given)	4	i	-2	1.5	-1
21	Cc1ccc2nc(CN(C)C(=O)[C@H]3O[C@@H](n4ccc(=O)[nH]c4=O)[C@H](O)[C@@H]3O)[nH]c2c1	-5	i	-6	0.9	3
22	CN(c1ccccc1)S(=O)(=O)c1cccc(C(=O)NCCCN2CCCC2=O)c1	1	i	-6	-0.7	-2
23	O=c1[nH]c2cc3c(cc2cc1CN(CCO)S(=O)(=O)c1ccccc1)OCCO3	9	i	-6	x	2
24	O=C(COc1ccccc1[N+](=O)[O-])Nc1ccccc1N1CCCCC1	-10	i	24	x	-1
25	CS(=O)(=O)N(CC(=O)N1CCN(c2ccccc2)CC1)Cc1ccc(Cl)cc1	3	i	15	-0.4	1
26	COc1ccc(NC(=O)C2c3ccccc3OCC(=O)N2Cc2ccco2)cc1 (stereo not given)	-2	x	-7	1.0	x
27	COC(=O)c1ccccc1NC(=O)CSc1nnnn1CC(=O)O	-6	i	-4	0.1	2
28	O=C(Nc1ccc(F)cc1)c1nsc(Cl)c1Cl	7	i	-1	-0.8	3
29	Cc1cc(C)c(NC(=O)CN(c2ccccc2)S(=O)(=O)N(C)C)c(C)c1	-20	i	-7	1.2	5
30	N#C/C(=C/c1ccc(N2CCCCC2)cc1)c1cccc(F)c1	-28	i	16	0.4	-1

item	MsrA act	MLLE-PAM2 inh	CSN deneddyl inh	MT1-MMP act inh
16	-11	1	-4	6
17	-11	17	-2	-4
18	-1	11	11	-1
19	-7	4	-11	1
20	-2	20	-7	1
21	2	-1	1	-2
22	-7	6	8	6
23	-6	3	-1	1
24	-6	7	0	1
25	-10	-13	5	-5
26	-6	x	-5	-1
27	-4	0	-3	1
28	-6	5	5	-3
29	-3	-9	1	6
30	-4	-11	12	-11

Reprinted from the listing (4 entries):
item	SMILES	eLon inh	Rpn11 inh	FAS-TE inh	MsrA inh	Rin1-Abl PPI inh
21	Cc1ccc2nc(CN(C)C(=O)[C@H]3O[C@@H](n4ccc(=O)[nH]c4=O)[C@H](O)[C@@H]3O)[nH]c2c1	-5	i	-6	0.9	3
22	CN(c1ccccc1)S(=O)(=O)c1cccc(C(=O)NCCCN2CCCC2=O)c1	1	i	-6	-0.7	-2
23	O=c1[nH]c2cc3c(cc2cc1CN(CCO)S(=O)(=O)c1ccccc1)OCCO3	9	i	-6	x	2
24	O=C(COc1ccccc1[N+](=O)[O-])Nc1ccccc1N1CCCCC1	-10	i	24	x	-1

item	MsrA act	MLLE-PAM2 inh	CSN deneddyl inh	MT1-MMP act inh
21	2	-1	1	-2
22	-7	6	8	6
23	-6	3	-1	1
24	-6	7	0	1

Next section:
item	SMILES	eLon inh	Rpn11 inh	FAS-TE inh	MsrA inh	Rin1-Abl PPI inh
31	CN(C)CCCN(C(=O)c1ccc(S(=O)(=O)N2CCCCC2)cc1)c1nc2cc3c(cc2s1)OCO3	-10	i	5	0.7	2
32	CC(=O)c1c(O)c2cccc3c2n(c1=O)CCC3	-4	i	-2	1.3	-1
33	COc1ccc(C(=O)N(Cc2ccco2)Cc2cc3cc(C)ccc3[nH]c2=O)cc1OC	-14	i	4	1.5	-3
34	O=C(Oc1ccc2c(c1)OCO2)c1cccs1	-3	i	1	-0.9	0
35	Cc1ccc(CNC(=O)C2CCC(=O)N(C3CC3)C2)cc1 (stereo not given)	-5	i	-2	-0.1	4
36	O=[N+]([O-])c1cc(Cl)ccc1-c1nc(-c2ccccc2)no1	3	i	18	0.3	-2
37	CCOC(=O)C1=C(COC(=O)c2cc([N+](=O)[O-])ccc2Cl)NC(=O)NC1C (stereo not given)	14	i	24	0.3	-4
38	O=C1/C(=C/c2ccncc2)SC(=S)N1N1CCOCC1	0	i	-4	1.3	0
39	COc1cc(NC(=O)c2cccnc2)c(Cl)cc1NC(=O)c1ccccc1	-12	i	-6	-0.8	-4
40	C[C@H](NCc1c[nH]c2ccccc12)c1ccccc1	-3	i	0	-0.1	3
41	COc1ccc(C)cc1S(=O)(=O)n1cnc2ccccc21	1	i	4	0.9	-2
42	Cc1ccc(C)c(S(=O)(=O)N2CCN(C(=O)Cn3[nH]c(=O)c4ccccc4c3=O)CC2)c1	-1	i	1	-0.2	-3
43	CCOC(=O)c1ccc(N2C(=O)CC(NNC(=O)c3ccc(Br)s3)C2=O)cc1 (stereo not given)	-15	i	3	0.3	3
44	COc1ccc(NC(=O)NN(C(=O)c2ccccc2)C(C)(C)C)cc1	-2	i	-14	0.6	2
45	Cc1cc(C)cc(C(=O)Nc2cccnc2Cl)c1	2	i	-1	-0.1	-1

item	MsrA act	MLLE-PAM2 inh	CSN deneddyl inh	MT1-MMP act inh
31	-2	27	2	-1
32	-4	-10	2	0
33	0	-13	3	-1
34	-3	1	2	0
35	-4	-11	2	2
36	1	-1	-7	-3
37	-3	-13	0	1
38	-5	33	-1	-1
39	-1	3	-4	-1
40	-1	2	-1	-2
41	-2	-9	-4	-1
42	-3	-5	0	0
43	-4	28	3	3
44	-1	-3	1	-2
45	-4	2	0	1

Following part
item	SMILES	eLon inh	Rpn11 inh	FAS-TE inh	MsrA inh	Rin1-Abl PPI inh
46	COc1ccc(CNC(=O)c2ccc(-c3ccccc3)cc2)cc1	0	i	0	0.8	-2
47	O=C(NCc1nc2ccccc2[nH]1)C1=C[C@H](c2ccc(C(F)(F)F)cc2)C[C@H](OCc2ccc(CO)cc2)O1	-4	i	7	0.5	2
48	Cc1ccccc1N(CC(=O)NCCSCc1ccco1)S(C)(=O)=O	1	i	-3	0.5	4
49	COc1ccc(CN2CCC(C(=O)N3CCCC(C)C3)CC2)cc1OC (stereo not given)	9	i	-3	0.5	3
50	FC(F)(F)c1cccc(Cc2noc(CN3CCCC3)n2)c1	3	i	-1	-0.2	-1
51	CCN(Cc1ccccc1)C(=O)c1cc(COc2c(F)cccc2F)on1	-5	i	14	0.2	-2
52	COc1ccc(-c2cc3c(=O)n(CC(=O)NCc4ccc(F)cc4)ncn3n2)cc1	0	i	-11	-0.1	0
53	COc1ccccc1C(=O)N1CCN(c2nc3cc(C)cc(C)c3cc2C#N)CC1	-16	i	-17	0.0	1
54	COc1cc(OC)cc(-c2n[nH]c(=S)n2-c2cc(OC)ccc2OC)c1	1	i	-6	-0.2	4
55	O=C(NCc1cccs1)C1CC(=O)N(c2ccc(Cl)cc2)C1 (stereo not given)	-2	i	0	0.9	-2
56	COc1ccc(NC(=O)NCc2ccc3c(c2)OCO3)cc1	6	i	-1	0.9	-9
57	COC(=O)C1=C(C)N(Cc2ccco2)C(=O)N[C@@H]1c1ccco1	-15	i	10	-0.3	4
58	CN(C(=O)c1cccc(NC(=O)c2ccco2)c1)c1ccccc1	-5	i	-2	1.0	-2

item	MsrA act	MLLE-PAM2 inh	CSN deneddyl inh	MT1-MMP act inh
46	-4	-9	1	-1
47	0	9	-4	6
48	-1	28	-2	-2
49	-3	1	-2	5
50	-2	11	-2	-3
51	-2	15	-1	0
52	1	-3	4	6
53	-10	-10	4	3
54	2	12	-1	5
55	-2	18	-9	3
56	-4	2	-2	x
57	-3	-1	-3	-3
58	-3	5	-4	2
